PI4K2A block = PI4K2A (human) kinase inhibition | purified PI4K2A, ADP-Glo luminescence, 1 h; active compounds read low | AID 1346378 | 0.13% of 420,000 active | activity change, negative = inhibition, % at 76.9 µM; in the data active = activity change below about -50%; inconclusive = mostly about -30% to -49%;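 also: -100% = wells without enzyme as full effect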
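Compounds are screened against recombinant PI4K2A using PI as substrate and ATP, the latter dispensed at 300 microM. Reactions run one hour at ambient temperature before ADP-Glo detection; full inhibition defined by wells lacking enzyme.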
USP1 inh = inhibitors of human USP1/UAF1 deubiquitinase; 0.23% of 390,000 active; Potency, µM (series often up to 57.1 µM), without a hit: top-dose activity change, negative = inhibition, hits mostly inhibitors; O94782; AID 743255; recombinant USP1/UAF1, Ub-Rhodamine cleavage fluorescence; also: potency is read from the fitted curve at half-maximal effect; % is scaled to controls: 0 for no effect and ±100 for the full control effect; nearly all actives have a fitted effect of over 60% in size; inactives centre near -12
Target sequence (O94782 whole entry, looked up): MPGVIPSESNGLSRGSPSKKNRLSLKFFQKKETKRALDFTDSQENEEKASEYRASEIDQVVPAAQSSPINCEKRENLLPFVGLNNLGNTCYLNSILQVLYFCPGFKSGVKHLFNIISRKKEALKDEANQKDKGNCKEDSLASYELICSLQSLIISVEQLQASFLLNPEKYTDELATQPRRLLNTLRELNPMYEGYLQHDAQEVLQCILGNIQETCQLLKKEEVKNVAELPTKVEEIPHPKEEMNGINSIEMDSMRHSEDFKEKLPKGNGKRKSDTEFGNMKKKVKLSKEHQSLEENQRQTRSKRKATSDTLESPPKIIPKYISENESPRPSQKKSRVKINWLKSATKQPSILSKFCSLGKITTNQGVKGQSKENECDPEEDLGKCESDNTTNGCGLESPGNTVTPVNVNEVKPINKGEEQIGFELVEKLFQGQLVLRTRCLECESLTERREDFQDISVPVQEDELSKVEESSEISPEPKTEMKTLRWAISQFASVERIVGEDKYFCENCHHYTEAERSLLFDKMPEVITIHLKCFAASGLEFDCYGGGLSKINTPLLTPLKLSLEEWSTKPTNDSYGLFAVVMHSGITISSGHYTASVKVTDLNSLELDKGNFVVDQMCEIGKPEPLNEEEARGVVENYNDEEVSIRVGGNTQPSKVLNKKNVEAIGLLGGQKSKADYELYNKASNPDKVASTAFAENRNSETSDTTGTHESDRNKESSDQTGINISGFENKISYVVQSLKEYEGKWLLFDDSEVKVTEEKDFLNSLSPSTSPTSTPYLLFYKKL
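In this screen, compounds sit with the deubiquitinase complex (1nM) for 15 min at room temperature before Ub-Rho is added at 150nM final. Fluorescence rise is then followed for 6 reads every 60 seconds.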
PGK inhibitor = T. brucei PGK inhibition. P07378. PGK/GAPDH coupled, Kinase-Glo luminescence, 60 min. Potency, µM (highest dose often 57.5 µM), for the others: at the highest dose activity change, negative = inhibition, usual class: inhibitors. 0.043% of 380,000 active. AID 602233; also: potency is read from the fitted curve at half-maximal effect; % is scaled to controls: 0 for no effect and ±100 for the full control effect; nearly all actives have a fitted effect of over 60% in size
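Luminescent ATP detection (Kinase-Glo Plus) follows a 60-minute room-temperature incubation, with wells lacking PGK as controls. Buffer: 100 mM TEA (pH 7.6), 5 mM MgCl2, 0.01% Tween-20. Coupling enzyme GAPDH (100 nM final) supplies unstable 1,3-BPG in-well.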
GLS inhibitor = inhibitors of human glutaminase (GLS). O94925. GLS enzymatic activity, qHTS titration. Potency, µM (series often up to 45.5 µM), inactives show at the top dose activity change, negative = inhibition, usual class: inhibitors. 0.21% of 410,000 active; also: potency is read from the fitted curve at half-maximal effect; % is scaled to controls: 0 for no effect and ±100 for the full control effect
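Compounds were pin-transferred onto hKGA, after which L-glutamine (1 mM solution) and a detection mix of glutamate oxidase, HRP and Amplex Red were added. Initial and 30 min RT fluorescence reads were collected.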
TrxR1 inh = inhibitors of rat thioredoxin reductase 1 | Potency, µM (highest dose often 114 µM), without a hit: top-dose activity change, negative = inhibition, actives largely listed as inhibitors | O89049 | 1% of 390,000 active | recombinant rTrxR1, NADPH fluorescence consumption, selenite substrate | AID 588453; also: potency is read from the fitted curve at half-maximal effect; % is scaled to controls: 0 for no effect and ±100 for the full control effect; nearly all actives have a fitted effect of over 65% in size
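Rat TrxR1 (90 nM in the dispensed reagent) was pre-reduced with 400 uM NADPH for 5 min at room temperature, then incubated with compound for 15 min. After 400 uM selenite was added, NADPH fluorescence (Ex 340/Em 450 nm) was followed for 8 min.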
TrxR1 substrate = is turned over as a substrate by rat TrxR1; O89049; purified TrxR1 substrate turnover, NADPH consumption readout; Potency, µM (doses to about 114 µM), without a hit: top-dose activity change, negative = substrate turnover; AID 588456; 0.01% of 390,000 active; also: potency is read from the fitted curve at half-maximal effect; % is scaled to controls: 0 for no effect and ±100 for the full control effect; nearly all actives have a fitted effect of over 50% in size
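Rat TrxR1, dispensed at 90 nM, was prereduced with 400 uM NADPH (final) for 5 min at ~22 deg C, then incubated with compound 15 min before 400 uM selenite. A first-read NADPH fluorescence drop versus no-compound background flagged substrates.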
mIDH1 inhibitor = blocks human mutant IDH1 R132H enzyme; O75874; IDH1-R132H enzyme, NADPH consumption, diaphorase/resazurin fluorescence; Potency, µM (highest dose often 76.6 µM), for inactives: top-dose activity change, negative = inhibition, actives largely listed as inhibitors; 0.093% of 390,000 active; also: potency is read from the fitted curve at half-maximal effect; % is scaled to controls: 0 for no effect and ±100 for the full control effect; nearly all actives have a fitted effect of over 65% in size
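IDH1-R132H (0.5 ug/mL dispensed) in pH 7.5 Tris buffer was preincubated 30 min with compound, then given a substrate mix of 0.016 mM NADPH and 2 mM alpha-KG for 80 min at room temperature; remaining NADPH was read by diaphorase/resazurin fluorescence.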
HP1b chromo inh = HP1-beta chromodomain-methylated histone interaction inhibition; P83916; AlphaScreen HP1-beta / biotin-H3K9me3 peptide binding; Potency, µM (highest dose often 114 µM), inactives show at the highest dose activity change, negative = inhibition, usual class: inhibitors; 0.56% of 390,000 active; AID 540317; also: potency is read from the fitted curve at half-maximal effect; nearly all actives have a fitted effect of over 70% in size; inactives centre near 23
Target sequence (P83916 whole entry, looked up): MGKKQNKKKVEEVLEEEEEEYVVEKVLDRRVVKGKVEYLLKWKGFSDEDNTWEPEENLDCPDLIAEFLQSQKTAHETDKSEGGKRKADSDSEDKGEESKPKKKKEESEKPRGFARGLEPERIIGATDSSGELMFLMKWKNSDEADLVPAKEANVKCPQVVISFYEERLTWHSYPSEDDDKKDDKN
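Compound inhibition of the preformed complex between 50 nM HP1-beta and 50 nM biotinylated H3K9me3 peptide was read by AlphaScreen. Buffer was PBS pH 7.4 with 0.01% Tween-20. Incubations ran 30 min at room temperature, with 10 ug/mL donor/acceptor beads.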
Pin1 inh = blocks the human prolyl isomerase Pin1; Q13526; Pin1 FP peptide displacement, HiFluor488, 10 min; Potency, µM (series often up to 115 µM), without a hit: top-dose activity, negative = inhibition, actives largely listed as inhibitors; 0.009% of 390,000 active; AID 504891; active = well fitted inhibition curve with a large enough effect in the polarisation, with a control signal flat, not every such curve was filed as active; inconclusive = small, poorly fitted or top-dose-only effect, or effect the other way, or a change in a side signal; inactive = no such curve, though single readings can be large or run the other way; the % refers to the polarisation; also: potency is read from the fitted curve at half-maximal effect; % is scaled to controls: 0 for no effect and ±100 for the full control effect
An asterisk follows results filed as active; i = inactive; u = inconclusive; x = no result given; & = joins results of further samples; [ ] = remark or other dose. Unless noted, calls follow the shape of the dose curve; as a rule, active = well fitted curve in the direction sought with a large enough effect; inconclusive = small, poorly fitted or top-dose-only effect, or another doubt; inactive = no such curve, though single readings can be large; an effect the other way counts as inactive or inconclusive. Only part of the results is shown (hit frequency here may not be typical).

PI4K2A block	USP1 inh	PGK inhibitor	GLS inhibitor	TrxR1 inh	TrxR1 substrate	mIDH1 inhibitor	HP1b chromo inh	Pin1 inh	smiles
-1	-12%	4%	5%	14%	10%	8%	35%[activator]	19%	CSc1cccc(NC(=O)Cn2c(=O)n(Cc3ccccc3)c(=O)c3sc4ccccc4c32)c1
1	-10%	5%	7%	56µM*	-13%	1%	47%[activator]	-8%	O=C(O)c1ccc(-n2cccn2)c([N+](=O)[O-])c1
3	-17%	i	8%	-11%	-4%	1%	7%	-3%	CCOC(=O)N1CCN(C(=O)c2ccc3nc(N4CCC(C)CC4)sc3c2)CC1
0	-18%	-1%	0%	16%	21%	-18%	22%	-1%	COc1cccc(NC(=O)c2cn(C3CCCCC3)c(=O)c3c2c2ccccc2n3C)c1
5	-20%	9%	-9%	-2%	-1%	2%	28%	-1%	Cc1cc2c(cc1C)CSC(c1ccccc1OC(=O)C(C)C)SC2
0	-10%	6%	3%	12%	-2%	-2%	28%	6%	N/C(=N\OC(=O)Cc1ccc([N+](=O)[O-])cc1)c1ccccn1
7	-15%	i	-4%	4%	-3%	2%	18%	19%	Cc1cccc(N2CCN(C(=O)C3CCN(S(=O)(=O)c4cccs4)CC3)CC2)c1C
-3	-21%	i	1%	7%[0.457 µM]	2%	1%	24%	-1%	Cc1nn(-c2ccccc2)c(C)c1NC(=O)COc1ccc(Cl)cc1Cl
-4	-20%	-8%	-2%	-18%	46%[activator]	7%	97%[activator]	4%	CCC(C)n1c(/C=C/c2ccccc2)nc2ccccc21 (stereo unspecified)
12	-26%	x	0%	-9%	3%	x	54%[activator]	39%[activator]	CCCOC(=O)C(C)n1nnc2sc(-c3ccccc3)cc2c1=O (stereo unspecified)
-2	-23%	-2%	u	x	x	-4%	x	x	COc1ccc(-c2ccc(CN3C(C)C(=O)N(Cc4cn(CCC5OCCCO5)nn4)CCS3(=O)=O)cc2)cc1 (stereo unspecified)
2	0%	10%	1%	-20%[57.1 µM]	1%[57.1 µM]	1%	10%	4%	CC(C)(CNC(=O)c1cc(Cl)c(O)c(Cl)c1)N1CCCCC1

Printed as active in TrxR1 inh (from the list above):
PI4K2A block	USP1 inh	PGK inhibitor	GLS inhibitor	TrxR1 inh	TrxR1 substrate	mIDH1 inhibitor	HP1b chromo inh	Pin1 inh	smiles
1	-10%	5%	7%	56µM*	-13%	1%	47%[activator]	-8%	O=C(O)c1ccc(-n2cccn2)c([N+](=O)[O-])c1

More compounds follow:
PI4K2A block	USP1 inh	PGK inhibitor	GLS inhibitor	TrxR1 inh	TrxR1 substrate	mIDH1 inhibitor	HP1b chromo inh	Pin1 inh	smiles
-1	-17%	-14%	-5%	12%	3%	3%	-5%	4%	Cc1ncoc1C(=O)N1CCCC(C(=O)c2ccc(-c3ccccc3)c(F)c2)C1 (stereo unspecified)
3	-22%	-5%	1%	8%	-3%	0%	-7%	u	CCCCN(C(=O)c1ccc(NC2CC2)c([N+](=O)[O-])c1)c1c(N)n(CCCC)c(=O)[nH]c1=O
-5	-2%	-1%	-5%	11%[57.1 µM]	-2%[57.1 µM]	-18%	9%[57 µM]	0%	COc1cccc(C(=O)Nc2cccc(-c3cn4ccsc4n3)c2)c1OC
1	-7%	-2%[11.5 µM]	4%	18%	4%	-7%	16%	-3%	Cc1ccc(C)c(NC(=S)N(CCc2nc3cc(C)c(C)cc3[nH]2)Cc2cccnc2)c1
3	-26%	4%	-4%	9%	-2%	-1%	21%	1%	Cc1ccc(C(=O)O/N=C(\N)c2ccc(C(F)(F)F)cn2)cc1
0	-11%	-15%	-2%	20%	-2%	5%	46%[activator]	-2%	CS(=O)c1ccccc1-c1nc(-c2cc(C(F)(F)F)cc(C(F)(F)F)c2)no1 (stereo unspecified)
-5	-9%	-12%	4%	3%[57.1 µM]	6%[57.1 µM]	3%	6%	-6%	C[C@H](NS(=O)(=O)c1ccccc1F)C(=O)OCC(=O)Nc1ccc2c(c1)OCCO2
-1	-14%	-3%	19%	7%	8%	-5%	24%	-3%	O=C(NNC(=S)Nc1ccccc1)c1cccs1
-5&1	12%	2%	11%	6%[57.1 µM]	2%[57.1 µM]	0%	18%	0%	CCC(C)N(C)C(=O)c1cc2ccccc2c(-c2ccccc2Cl)n1 (stereo unspecified)
-2	-18%	-1%	1%	15%	10%	7%	23%	1%	O=C(c1csc2ccccc12)N1CCCCCC1
3	-29%	-10%	15%	12%	5%	-7%	10%	-5%	Cc1ccccc1N1CCN(C2CCCN(C(=O)c3cn4cccc(C)c4n3)C2)CC1 (stereo unspecified)
6	-13%	i	-1%	8%[57.1 µM]	-9%[57.1 µM]	5%	45%[activator]	1%	COC(=O)C1=C(C)NC2=C(C1c1ccc(O)cc1)S(=O)(=O)c1ccccc12 (stereo unspecified)
2	-24%	5%	1%	12%	-4%	0%	54%[activator]	0%	CC(Oc1ccc(F)cc1F)C(=O)NNC(=S)NCC1CCCO1 (stereo unspecified)
4	-4%	0%	24%	-7%	-10%	3%	7%	-8%	Cc1c(NC(=S)NC(=O)c2cccc([N+](=O)[O-])c2)c(=O)n(-c2ccccc2)n1C
-3	-14%	i	6%	20%	-1%	-2%	23%	10%	CN(C(=O)CN(c1ccccc1)S(=O)(=O)c1ccc(F)cc1)C1CCS(=O)(=O)C1 (stereo unspecified)
12	-20%	-6%	4%	20%	5%	4%	40%[activator]	6%	CC(=O)c1ccc(OCC(=O)OCC(=O)Nc2sccc2C(N)=O)cc1
2	-15%	-4%	0%	4%[57.1 µM]	-1%	-7%	25%	1%	CC(=O)OC1CCC2C3CCC4OC(=O)CCC4C3CCC12C (stereo unspecified)
-2	-17%	0%	-23%	12%[57.1 µM]	4%[57.1 µM]	33%[activator]	37%	1%	Cc1ccc2cccc(NS(=O)(=O)c3ccccc3)c2n1
-3	-29%	-8%	1%	-15%	-16%	-5%	26%	-1%	O=C1Nc2ccc([N+](=O)[O-])cc2OC1CCN1CCOCC1 (stereo unspecified)
7	-22%	-5%	3%	-5%	-4%	-4%	55%[activator]	-8%	Cc1ccc(Nc2nc(/N=C/NO)n[nH]2)cc1C
-5	-2%	-10%	-1%	35%[57.1 µM]	13%[57.1 µM]	7%	14%	5%	CCCN1CCN(S(=O)(=O)c2ccc(OC)c(Br)c2)CC1
-3	-19%	-1%	4%	u	-7%	5%	23%	0%	CCOc1ccc(C2C(C(=O)c3ccco3)=C(O)C(=O)N2CCN2CCOCC2)cc1OCC (stereo unspecified)
4	-5%	-1%	-15%	6%	13%	15%	-3%	2%	COCCNC(=O)CSc1nc(-c2ccc(C)cc2)[nH]c1-c1ccc(OC)cc1
2	-4%	0%	4%	2%	-1%	-2%	37%	-6%	C/C(=N/OCO/N=C(\C)c1ccc(F)cc1F)c1ccc(F)cc1F
-4	-5%	-5%	-1%	9%	9%	-5%	16%	4%	CCC(C(=O)Nc1ccccc1C(=O)N1CCOCC1)N1C(=O)c2ccccc2C1=O (stereo unspecified)
0	-20%	-8%	1%	25%	2%	5%	15%	6%	CC(=O)Nc1ccc(SC[C@H](Cc2ccccc2)N2CCN(CCc3ccccc3)CCC2=O)cc1
-1	-9%	-5%	-5%	1%	-2%[57.1 µM]	-1%	17%	-3%	CN(C(=O)COC(=O)C1CCN(S(=O)(=O)c2ccc3c(c2)OCCO3)CC1)C1CCCCC1
2	-17%	-8%	6%	38%[activator]	6%	0%	-21%	-4%	CC(C)C(=O)Nc1cccc(C(=O)Nc2ccc(S(=O)(=O)Nc3nccs3)cc2)c1
-3	-19%	6%	7%	24%[57.1 µM]	10%[57.1 µM]	0%	10%	5%	CCOc1ccc(NC(=O)c2cc(=O)[nH]c3ccccc23)cc1
2	0%	2%	4%	-38%[57.1 µM]	5%	-7%	24%	8%	CC(=O)N/C(=C\c1ccccc1)C(=O)OCC(=O)Nc1cc(S(=O)(=O)N(C)C)ccc1Cl
4	5%	2%	0%	9%	54%[activator]	-4%	22%	u	COc1ccc(Nc2nc3ccccc3n3nnnc23)cc1
3	-13%	-4%	3%	10%	1%	7%	20%	-7%	Cc1ccc(NC(=O)Cc2nnc(SCC(=O)NC3=NCCS3)n2C)cc1
1	-11%	-8%	13%	14%	9%	0%	18%	4%	Cc1[nH]c2ccc(F)cc2c1CCN(Cc1ccco1)C(=S)NC(C)(C)C
-1	-14%	-2%	u	-27%	-6%	9%	28%	5%	Cc1ccc(NC(=S)NCC2CCCO2)cc1C (stereo unspecified)
-3	-1%	i	-12%	13%	-17%[57.1 µM]	3%	-7%	u	CN1C(=O)c2cccc3c(Br)ccc(c23)C1=O
-1	-19%	-1%	-9%	2%	-2%	10%	32%	-10%	Cc1cc([N+](=O)[O-])ccc1NC(=O)c1csc(C)c1C
2	-12%	7%	-11%	27%	8%	8%	10%	17%	Cc1c(C(=O)Nc2cccc(-c3nc4ccccc4s3)c2)oc2ccccc12
1	-7%	-7%	-6%	13%[57.1 µM]	-7%	-5%	22%	4%	Cc1ccc2oc(-c3cccc(NC(=O)/C=C/c4cccc([N+](=O)[O-])c4)c3C)nc2c1
